# APOBEC3G inh: blocks human APOBEC3G single-stranded DNA deamination. Q9HC16. recombinant A3G, ssDNA deamination FAM/TAMRA fluorescence. inhibition, % at 20 µM. actives 0.28% (n = 330,000). AID 493012;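 active = inhibition of at least 40% at 20 µM, with no more than 30% in the related APOBEC3A deaminase screen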;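 note: plate controls were DMSO wells with A3G for no effect and wells lacking A3G enzyme for full effect; some compounds called inactive have numbers as strong as hits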
# mIAP act: mouse IAP activation. muIAP, CDP-Star luminescence, 30 min; stronger effect = higher value; 1 = vehicle-only enzyme signal, 0 = enzyme-free wells. activation factor at 10 µM. actives 0.24% (n = 330,000);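 active = activation factor of at least 2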; note: the source names both 10 and 20 µM as test concentration; values of inactives mirror those of a sister screen read the other way
#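 Assay system: mouse IAP enzyme; Reagent: CDP-Star chemiluminescent phosphatase substrate; Compound: DMSO-dissolved test compounds; Incubation: 30 min, room temperature; Technique: luminescence from enzymatic CDP-Star hydrolysis; Controls: DMSO-only wells and no-enzyme negative control.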
# A3A deaminase: inhibitors of human APOBEC3A DNA deaminase | P31941 | recombinant A3A, FAM/TAMRA ssDNA deamination fluorescence | inhibition, % at 20 µM | actives 0.41% (n = 330,000) | AID 493011;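 active = at least 40% inhibition at 20 µM here, with at most 30% in a related deaminase screen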;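 note: plate controls were A3A with DMSO for no effect and wells lacking A3A enzyme for full effect; some results filed as inactive read as strong as hits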
# MPTP block: inhibitors of mitochondrial permeability transition pore; isolated mouse mitochondria, Ca2+ swelling absorbance, 30 min; inhibition, % at 10 µM; actives 1.4% (n = 360,000);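 active = inhibition of 50% or more, scaled per plate between neutral and stimulator controls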;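 note: 0% = DMSO wells given calcium and 100% = 1 mM EGTA wells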
# ATG4B inh: ATG4B (human) cysteine protease inhibition; actives 0.51% (n = 340,000); AID 504462; inhibition, % at 8.33 µM; Q9Y4P1; ATG4B cleavage of LC3-PLA2, NBD-HPC fluorescence, 1 h; in the data active = inhibition above about 40%
# Target sequence (Q9Y4P1 whole entry, looked up): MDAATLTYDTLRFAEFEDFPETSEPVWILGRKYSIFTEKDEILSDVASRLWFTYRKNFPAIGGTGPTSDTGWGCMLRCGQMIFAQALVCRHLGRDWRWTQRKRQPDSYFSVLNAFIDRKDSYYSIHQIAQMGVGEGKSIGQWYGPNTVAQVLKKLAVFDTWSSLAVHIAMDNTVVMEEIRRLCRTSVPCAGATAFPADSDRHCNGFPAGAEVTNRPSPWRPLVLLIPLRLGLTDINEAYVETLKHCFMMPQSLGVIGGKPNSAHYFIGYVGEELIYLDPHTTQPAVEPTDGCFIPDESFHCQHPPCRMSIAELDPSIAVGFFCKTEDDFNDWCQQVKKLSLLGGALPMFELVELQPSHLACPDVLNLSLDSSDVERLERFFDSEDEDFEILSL
# mIAP inh: mouse IAP inhibition; actives 0.2% (n = 330,000); purified mouse IAP, CDP-Star luminescence, 30 min; inhibition, % at 10 µM;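 active = inhibition of at least 40% at 10 µM in the primary screen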;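 note: plate controls were DMSO with enzyme for no effect and no enzyme wells for full effect; values of inactives mirror those of a sister screen read the other way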
# hIAP inh: human IAP inhibition. AID 2544. purified IAP, CDP-Star luminescence, 30 min. actives 0.12% (n = 330,000). inhibition, % at 10 µM;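 active = inhibition reaching a set limit with compound at 10 µM in the primary screen, cut at about 35% in these data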;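 note: plate controls were DMSO wells with enzyme for no effect and no-enzyme buffer wells for full effect; values of inactives mirror those of a sister screen read the other way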
# Target sequence (P09923 whole entry, looked up): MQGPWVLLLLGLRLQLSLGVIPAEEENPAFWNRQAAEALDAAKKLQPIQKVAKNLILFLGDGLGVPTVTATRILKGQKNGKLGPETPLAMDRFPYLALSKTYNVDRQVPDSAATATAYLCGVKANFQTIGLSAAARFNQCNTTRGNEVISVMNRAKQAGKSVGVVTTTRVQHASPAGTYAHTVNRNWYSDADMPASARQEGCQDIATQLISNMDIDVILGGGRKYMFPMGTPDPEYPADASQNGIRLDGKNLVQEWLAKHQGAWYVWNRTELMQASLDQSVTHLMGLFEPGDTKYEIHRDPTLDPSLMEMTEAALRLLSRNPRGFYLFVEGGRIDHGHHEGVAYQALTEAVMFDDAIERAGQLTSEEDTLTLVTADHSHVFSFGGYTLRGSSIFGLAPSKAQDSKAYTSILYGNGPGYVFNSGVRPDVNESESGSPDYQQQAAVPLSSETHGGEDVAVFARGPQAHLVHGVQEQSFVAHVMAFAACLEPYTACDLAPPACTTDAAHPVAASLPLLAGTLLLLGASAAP
# hIAP act: human IAP activation | purified human IAP, CDP-Star luminescence, 30 min; stronger effect = higher value; 1 = vehicle-only enzyme, 0 = enzyme-free background | activation factor at 10 µM | actives 0.16% (n = 330,000) | AID 2524;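 active = activation factor of the enzyme at least 2-fold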; note: the source names both 10 and 20 µM as test concentration; values of inactives mirror those of a sister screen read the other way
# beta cell repl: MIN6 beta-cell proliferation induction; actives 0.29% (n = 330,000); proliferation, % at 10 µM; MIN6 cells proliferation, ATPlite luminescence, 48 h; cells starved in 0.2% serum; 100% = growth in 10% serum;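 active = compounds whose signal lies at least 3.5 SD above the mean of all wells on their plate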;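 note: 0% = DMSO-treated cells in low-serum medium and 100% = 10% serum control; some compounds called inactive have numbers as strong as hits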
# An asterisk follows results filed as active; nt = not tested or not shown.
SMILES,APOBEC3G inh,mIAP act,A3A deaminase,MPTP block,ATG4B inh,mIAP inh,hIAP inh,hIAP act,beta cell repl
CCC(=O)NC(=S)Nc1ccc(NC(=O)COc2ccc(Cl)cc2Cl)cc1,-6,0.84,-4,0.2,-2,16,-10,1.1,-1
C=CCC1(C#N)C(SC)=NC2=C(C(=O)CC(C)(C)C2)C1c1ccc(Br)cc1 (stereo not given),0,0.95,-3,0.9,-8,5,4,0.96,-6
NS(=O)(=O)c1cc(C(=O)NNC(=O)c2ccc3c(c2)OCO3)ccc1Cl,-3,0.82,-2,-0.8,-3,18,-4,1,-2
CCOC(=O)[C@@H]1[C@H]2COc3ccc(Br)cc3[C@@H]2N2C(=O)N(c3ccc(C)cc3)C(=O)[C@]12C,-8,0.94,-1,-1.6,-7,6,-3,1,-2
COc1ccc(CCNC(=O)CSc2nnc3ccc(-c4cccnc4)nn23)cc1OC,-8,0.94,-6,-0.4,-7,6,-14,1.1,-1
CCc1ccc(NC(=O)CN2CCc3ccccc3C2)cc1,-1,1,6,3.0,5,0,3,0.97,-3
CC(=O)Nc1ccc(S(=O)(=O)NCCc2c[nH]c3ccc(C)cc23)cc1,-1,1.1,-5,0.8,-6,-9,0,1,0
COc1cc2c(cc1OC)CN(C(=O)CCOc1ccccc1)CC2,-8,0.91,3,-0.7,-5,9,-4,1,0
CCOc1ccc(OCc2ccc(C(=O)NCC3CCCO3)o2)cc1 (stereo not given),-4,1,0,1.3,4,-3,-12,1.1,0
CCN(CC)C(=O)CSc1nnc(-c2cc3ccccc3cc2O)n1CC,-2,1,-2,15,-10,-2,-6,1.1,0
Cc1ccc(S(=O)(=O)NC2CC(=O)N(c3ccc4c(c3)OCCO4)C2)cc1 (stereo not given),-10,1,-4,-0.9,-6,-2,15,0.85,1
COC(=O)c1ccc(CSc2nc3ccccc3c(=O)n2-c2ccccc2)o1,6,1,2,-0.3,65*,-2,-13,1.1,-2
Cc1cccc(/C=N/NC(=O)c2cc(-c3cccnc3)nc3ccccc23)c1,-4,0.85,3,-2.6,-19,15,14,0.85,1
O=C(CN1CCCCC1)N/N=C/c1cc2ccccc2nc1Cl,-4,0.95,-1,-0.1,-9,5,-6,1.1,-2
c1ccc(CCNc2cnccn2)cc1,-9,1.1,-3,-0.3,5,-6,6,0.94,-1
O=C(CNC(=O)c1ccc(Cl)cc1)OCCCOC(=O)CNC(=O)c1ccc(Cl)cc1,2,1.1,9,-0.2,-4,-6,-8,1.1,-5
Fc1ccc2nc(C3CCCCN3Cc3nc(CC4CC4)no3)[nH]c2c1 (stereo not given),-17,1,2,0.7,8,0,-6,1.1,0
CCCOc1cc2c(C#N)c(N3CCCC3)nc(N)c2c(N)n1,-4,0.85,2,1.2,16,15,-17,1.2,0
c1ccc(C(c2ccccc2)c2noc(CN3CCN(CC4CC4)CC3)n2)cc1,-12,1,1,-1.0,-11,-2,-15,1.2,-1
c1ccc2c(CSc3ncnc4nc[nH]c34)cccc2c1,-3,0.82,0,56*,-19,18,3,0.97,-3
N/N=C1\CCCc2c1[nH]c1ccc([N+](=O)[O-])cc21,11,1,-4,6.9,2,-1,8,0.92,0
O=C(CCNC(=O)c1ccccc1)NNC(=O)c1ccccc1Br,-6,0.96,0,0.2,1,4,9,0.91,-2
CCCCN1C(=O)C(=O)NC[C@@H]1C(C)CC (stereo not given in full),-5,0.96,0,1.0,-1,4,-6,1.1,-2
COC(=O)c1cc(S(=O)(=O)NCc2cccc(OC)c2)cn1C,1,0.87,5,-1.8,1,13,-17,1.2,-1
O=c1n(-c2ccccc2)c(=O)n2n1CCCC2,1,1.1,-1,-0.5,5,-7,2,0.98,-3
# Later entries:
SMILES,APOBEC3G inh,mIAP act,A3A deaminase,MPTP block,ATG4B inh,mIAP inh,hIAP inh,hIAP act,beta cell repl
COc1cccc(C(c2sc3nc(C)nn3c2O)N2CCc3ccccc3C2)c1 (stereo not given),-6,1,-6,0.0,6,-2,-16,1.2,-2
COc1ccc(/C=C/C(=O)NNc2c(F)c(F)cc(F)c2F)cc1OC,60*,1,0,0.0,7,-2,-6,1.1,-3
O=C(O)c1ccccc1-c1ccccc1C(=O)NCc1ccccc1F,1,1,6,0.0,0,-5,-4,1,0
CCCCN(C(=O)c1cc(CC)c(C)s1)c1c(N)n(CC(C)C)c(=O)[nH]c1=O,-2,1.1,7,0.4,1,-5,20,0.8,-5
Cc1ccc(NC(=O)CSc2ncnc3ccccc23)cc1S(=O)(=O)N1CCCCC1,0,1,3,79*,-14,0,6,0.94,-4
CCCc1cc(N2CCCC(C(=O)Nc3c(OC)cccc3OC)C2)n2ncnc2n1 (stereo not given),-2,0.97,1,-0.1,-3,3,14,0.86,1
COC/C=C/C1=CC2=CC(=O)C(C)(OC(=O)c3ccco3)C(=O)C2=CO1 (stereo not given),26,0.8,58*,nt,nt,20,-14,1.1,5
O=C(NN(CC(O)COc1ccccc1)CC(O)COc1ccccc1)c1ccccc1 (stereo not given),-5,1.1,0,2.8,-7,-7,-13,1.1,1
COc1ccc(CCN2CC(C(=O)NCc3nc(C)c(C)s3)CCC2=O)cc1 (stereo not given),3,1,-4,0.8,-2,0,-16,1.2,0
N#CCC(=O)N1CCN(C=O)CC1,-3,1.2,2,-1.6,8,-16,-3,1,-1
CCCCC(=O)Nc1cccc(NC(=O)CC)c1,-3,0.98,-2,0.2,-5,2,6,0.94,-2
CS(=O)(=O)CCC(C(=O)N1CCOCC1)N1C(=O)c2cc(Cl)c(Cl)cc2C1=O (stereo not given),1,1,-1,-0.9,17,-2,-13,1.1,2
COc1ccccc1-c1nc2n(n1)C(c1ccc(Cl)cc1)C(C(N)=O)=C(C)N2 (stereo not given),-3,0.94,1,-1.5,1,6,11,0.89,0
Cc1ccc(NC(=O)C(=O)NN=C2CCCC2)cc1C,-9,1,-1,-1.3,2,0,-15,1.2,-2
CN(C)c1nc(NCc2ccccc2)nc(SCC(=O)Nc2ccccc2Cl)n1,-4,1.2,0,0.3,13,-15,-1,1,-2
CC(NC(=O)Nc1cccc([N+](=O)[O-])c1)(C(F)(F)F)C(F)(F)F,-7,0.96,-3,106*,9,4,-11,1.1,-4
COc1ccc(C(=O)COC(=O)CNS(=O)(=O)c2ccc(C)cc2)cc1,0,0.92,2,0.2,8,8,1,0.99,0
CC(=O)Nc1ccc2c(c1)C(=O)N(c1ccc(C)cc1)C2=O,-2,1.1,1,-0.2,-7,-6,-2,1,1
CCCCN(C(=O)CSc1nc2ccccc2s1)c1c(N)n(CCCC)c(=O)[nH]c1=O,1,1.1,0,0.6,-17,-12,-10,1.1,-5
Cc1cc(/C=N/NC(=O)c2ccccc2F)c(C)n1-c1ccccc1,-6,0.92,-3,-0.4,11,8,-4,1,2
O=C(CNC(=O)c1ccccc1F)OCC(=O)N1CCCCC1,-4,0.99,-2,-0.9,-2,1,9,0.91,0
COc1ccc(C2C(C(=O)c3cccs3)=C(O)C(=O)N2CCN2CCOCC2)c(OC)c1 (stereo not given),-3,1,0,0.7,-10,-3,11,0.89,1
N#Cc1ccccc1NC(=O)Nc1cccc(Cl)c1,-8,1,-2,2.5,0,-5,-6,1.1,-3
COc1ccc(CNCCc2ccccc2)cc1OCC(N)=O,-1,1.1,7,-2.4,-2,-8,-54,1.5,0
C#Cc1cccc(NC(=O)c2ccc(Cl)cc2Cl)c1,14,0.92,-4,1.1,1,8,6,0.94,-2
# (list continues)
SMILES,APOBEC3G inh,mIAP act,A3A deaminase,MPTP block,ATG4B inh,mIAP inh,hIAP inh,hIAP act,beta cell repl
CC(=O)Nc1cc(Cl)c(N=Cc2ccc(O)cc2O)cc1Cl,-1,0.69,5,-0.3,17,31,10,0.9,-4
CCOC(=O)C1=C(C)OC(N)=C(C#N)C1C1CCCCC1 (stereo not given),-2,0.97,1,-1.0,4,3,-4,1,-3
COc1ccc(N2C(=O)C(CC(=O)Nc3ccc(Cl)cc3)N(NC(=O)c3cccc(F)c3)C2=S)cc1 (stereo not given),-1,1,2,45,-20,0,5,0.95,-5
CN(CC(=O)NCc1cccs1)S(=O)(=O)c1cccc2cccnc12,2,1.1,3,-2.7,-8,-14,-12,1.1,-4
COc1ccc(CCNc2oc(-c3ccc(C)cc3)nc2C#N)cc1OC,-6,1.2,0,-2.1,-7,-19,0,1,-1
O=C1NC(NS(=O)(=O)c2ccc(Cl)cc2)(C(F)(F)F)C(=O)N1c1ccccc1 (stereo not given),-1,0.96,4,0.8,-4,4,5,0.95,0
Cn1c(=N)n(CC(O)c2cccs2)c2ccccc21 (stereo not given),-6,0.97,-2,0.5,-3,3,-14,1.1,-1
C[C@@H]1CC=C[C@H]2[C@H]1C(=O)N(Cc1ccccc1)[C@H]2c1cccc([N+](=O)[O-])c1,-10,1,-4,-1.2,12,-4,14,0.86,-8
O=C(NCc1ccco1)C1CCN(c2ccc(N3CCOCC3)nn2)CC1,-7,1,-1,-1.2,-2,-3,-3,1,0
CS(=O)(=O)c1ccc(-c2cccc(NC(=O)COc3ccc(Cl)cc3)c2)nn1,-6,1.1,-3,2.0,-6,-5,-12,1.1,-1
NC(=O)C1CC(=O)N(c2ccc(OCC(=O)Nc3ccccc3F)cc2)C1 (stereo not given),-4,1.1,-1,-1.4,-4,-10,6,0.94,-2
Cc1ccc(S(=O)(=O)N2CCN(C(=O)N3CCOCC3)CC2)c(C)c1,-5,1.1,-4,1.9,-1,-7,14,0.85,-2
Cc1ccc(CCSCC(=O)O)cn1,-7,1.1,-2,1.6,-9,-14,-1,1,-2
O=S(=O)(c1ccccc1)N1N=C(c2ccc(O)cc2)CC1c1ccco1 (stereo not given),-2,1,-2,4.3,6,-3,5,0.95,-1
Cc1cccc(NS(=O)(=O)c2ccc(C(=O)NCC(c3ccco3)N(C)C)cc2)c1C (stereo not given),-4,0.96,0,1.0,-1,4,-40,1.4,-1
N#Cc1ccc(N2CCc3ccccc3C2)c([N+](=O)[O-])c1,-10,0.88,0,-2.8,3,12,3,0.97,0
S=c1[nH]ncn1/N=C/c1ccccc1,23,1.1,-4,-0.5,-3,-10,-5,1.1,-2
CC1=CC(C)(C)Nc2ccc(OC(=O)c3ccco3)cc21,-7,1,-4,1.0,-10,-1,9,0.91,-4
CCOC(=O)C(C(=O)c1ccccc1)C1CC(C)NC(=S)N1 (stereo not given),-8,1,2,-0.1,-3,-4,10,0.9,0
O=C(O)c1ccc(-c2nnn(Cc3cccc(C(F)(F)F)c3)n2)cc1,2,1,11,-0.5,0,-2,4,0.96,-2
CS(=O)(=O)Nc1ccc2[nH]c(=O)[nH]c2c1,-8,0.89,-5,1.1,-5,11,11,0.89,0

# Shown as a hit in MPTP block (from the list above):
SMILES | APOBEC3G inh | mIAP act | A3A deaminase | MPTP block | ATG4B inh | mIAP inh | hIAP inh | hIAP act
c1ccc2c(CSc3ncnc4nc[nH]c34)cccc2c1 | -3 | 0.82 | 0 | 56* | -19 | 18 | 3 | 0.97
Cc1ccc(NC(=O)CSc2ncnc3ccccc23)cc1S(=O)(=O)N1CCCCC1 | 0 | 1 | 3 | 79* | -14 | 0 | 6 | 0.94
CC(NC(=O)Nc1cccc([N+](=O)[O-])c1)(C(F)(F)F)C(F)(F)F | -7 | 0.96 | -3 | 106* | 9 | 4 | -11 | 1.1

# Screening data: PubChem, Sanford-Burnham Center for Chemical Genomics
